# Assay outcomes as filed in PubChem.
# 5HT1E antag – antagonists of human 5-HT1E serotonin receptor | 0.99% of 65,000 active | CHO 5-HT1E Ga15 NFAT-bla reporter, FRET, antagonist | P28566 | inhibition, % at 6 µM;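 active means inhibition above a set limit, the mean inhibition across every tested compound plus 3 SD, cut at about 29% in these data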;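 further: signal is the 460 over 535 nm emission ratio of beta-lactamase substrate; 0% = agonist plus DMSO wells and 100% = wells without agonist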
# Target sequence (P28566 whole entry, looked up): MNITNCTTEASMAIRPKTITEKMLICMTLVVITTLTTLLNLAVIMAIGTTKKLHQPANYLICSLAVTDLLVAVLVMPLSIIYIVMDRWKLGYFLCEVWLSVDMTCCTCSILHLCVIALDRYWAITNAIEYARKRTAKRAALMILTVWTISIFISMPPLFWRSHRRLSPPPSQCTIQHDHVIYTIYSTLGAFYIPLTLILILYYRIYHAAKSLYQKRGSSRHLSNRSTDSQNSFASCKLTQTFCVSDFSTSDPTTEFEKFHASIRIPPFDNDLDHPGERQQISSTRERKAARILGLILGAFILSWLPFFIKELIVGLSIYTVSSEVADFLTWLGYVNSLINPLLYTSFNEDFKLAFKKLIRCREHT
# HER2 expr 66K – inhibitors of human Her2 kinase expression | 0.69% of 65,000 active | SKBR-3 HER2 protein level, AlphaScreen, 18-24 h; active compounds read low | P04626 | AID 645 | HER2 level % of control, % at 10 µM;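 active means HER2 level under 5% of the carrier-only control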;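 further: 100% = DMSO carrier and 0% = 500 nM PU-H71 HSP90 inhibitor; lower value means stronger loss of Her2 protein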
# Abs 340nm – compounds absorbing at 340 nm. compound absorbance at 340 nm, fold over control. fold change at 10 µM. 65,000 tested, under 10 active. AID 708;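 active means at 10 µM dose, initial 340 nm absorbance at least 2 fold that of control wells; inactive means change under 2 fold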;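 further: initial absorbance extrapolated from kinetic A340 decline of NADH oxidation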
# 5HT1a antag – 5-HT1a (human) receptor antagonism | P08908 | CHO 5-HT1a Ga15 NFAT-bla reporter, antagonist mode | inhibition, % at 10 µM | 0.68% of 62,000 active | AID 612;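 active means inhibition above the mean of all tested compounds plus 3 SD, cut at about 43% in these data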;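 further: receptor stimulated by 5-CT agonist at 100 nM near EC80; beta-lactamase reporter measured by ratiometric fluorescence of a cleavable substrate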
# MMP13 inh – MMP13 (human) collagenase inhibition | P45452 | MMP-13 fTHP FRET cleavage, Mca fluorescence | inhibition, % at 4 µM | 0.07% of 65,000 active | AID 570;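 active means inhibition above the mean of compound-free control plate wells plus 3 SD, cut at about 14% in these data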;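 further: 0% = DMSO wells and 100% = wells with reference MMP-13 inhibitor after basal subtraction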
# S1P1 ag pot – activates or potentiates agonism at human S1P1 receptor; P21453; AID 449; S1P1 CRE-bla cells, forskolin, beta-lactamase FRET, potentiator mode; S1P1 agonist co-added at EC20, 2 nM; 100% = saturating reference agonist, 0% = basal; activation, % at 9.5 µM; 0.57% of 56,000 active;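 active means activation above a cutoff set at the mean activation of all tested compounds plus 3 SD, cut at about 54% in these data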;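 further: forskolin at 4 µM as EC80 and the EC20 agonist is SEW2871; 100% = SEW2871 at its EC100 plus forskolin at EC80; some compounds past the cut are filed as inactive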
# HTR1E agonist – agonists of human 5-HT1E serotonin receptor; 0.69% of 65,000 active; P28566; activation, % at 6 µM; AID 574; CHO 5-HT1E Ga15 NFAT-bla reporter, FRET; 0% DMSO wells, 100% control agonist wells;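 active means activation above a set limit, the screen-wide mean activation plus 3 SD, cut at about 8.5% in these data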;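 further: 100% = positive control agonist at 1 µM giving full maximal response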
# S1P3 ag – activates the human S1P3 receptor; Q99500; S1P3 NFAT-BLA reporter cells, agonism, FRET ratio; relative to 1 µM S1P, basal subtracted; activation, % at 4.5 µM; 0.1% of 60,000 active;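 active means activation above the screen-wide mean plus 3 SD, cut at about 4.5% in these data, passing the limit was not always enough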; further: some compounds called inactive have numbers as strong as hits
# Target sequence (Q99500 whole entry, looked up): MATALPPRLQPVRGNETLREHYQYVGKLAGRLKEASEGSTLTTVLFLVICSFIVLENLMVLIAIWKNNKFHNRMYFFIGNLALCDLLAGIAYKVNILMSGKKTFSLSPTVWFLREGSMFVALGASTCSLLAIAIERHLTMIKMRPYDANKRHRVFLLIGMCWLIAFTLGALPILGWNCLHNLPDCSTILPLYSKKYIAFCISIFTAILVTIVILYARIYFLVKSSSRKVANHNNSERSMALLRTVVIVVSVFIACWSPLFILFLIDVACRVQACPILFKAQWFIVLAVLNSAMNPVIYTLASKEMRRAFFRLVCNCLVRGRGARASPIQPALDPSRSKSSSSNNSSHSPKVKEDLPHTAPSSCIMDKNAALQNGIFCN
#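 Assay system: CHO cells stably expressing human S1P3, Gα16 and NFAT-β-lactamase reporter. Timing: overnight plating, 4 h compound 37 °C, 2 h substrate RT. Signal: β-lactamase FRET emission ratio 460/535 nm. Measure: percent activation versus median 1 µM S1P response, basal-subtracted, per plate. Repeats: primary screen single test, confirmation screen in triplicate.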
# Autofluor 339 – intrinsic fluorescence of library compounds, ex339/em460 – biochemical, MLSMR library, data from DPM-DC assay, artefact control, profiling panel; compound autofluorescence, ex339/em460 nm, NADH buffer; active compounds read high; 1 = no-compound wells, NADH background; fluorescence fold increase at 10 µM; 5.5% of 65,000 active; AID 709;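 active means at 10 µM, mean starting fluorescence two-fold or more over control wells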;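 further: signal is the first read of a kinetic run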
# Active calls of the source: *; nt = not tested or not shown; [ ] = another dose, or the depositor's remark.
5HT1E antag,HER2 expr 66K,Abs 340nm,5HT1a antag,molecule,MMP13 inh,S1P1 ag pot,HTR1E agonist,S1P3 ag,Autofluor 339
10,78,0.99,8,Cc1cc(C(=O)N(C2CCCCC2)C2CCCCC2)no1,3,-8,-0.9,nt,1.1
0,86,0.99,4,Cc1ccc(S(=O)(=O)N2CCN(C(=O)CCC(=O)NC3CCCc4ccccc43)CC2)cc1 (configuration not stated),-4,2,-0.7,1.0,0.81
0,185,0.99,-11,O=C(CCCn1c(=O)[nH]c2ccsc2c1=O)N1CCN(c2ccccn2)CC1,-2,nt,0.2,nt,1.1
-2,89,1.1,-2,COc1cccc(N=Cc2ccc(O)cc2O)c1,3,2,0.5,-1.4,1
12,139,1,nt,S=c1[nH]nc(-c2ccco2)n1Cc1ccccc1,-24,-12,-1.3,-4.0,1.1
-5,98,1,9,CCOC(=O)C1CCCN(c2c(NCC3CCCO3)c(=O)c2=O)C1 (configuration not stated),-2,-17,0.7,0.5,1
7,99,1,1,Cc1cc(Nc2ccc3c(c2)OCCO3)n2ncnc2n1,2,-35,3.0,-0.5,1.1
1,71,1.1,18,CCCn1c(NCc2cccc(OC)c2OC)nc2ccccc21,2,nt,0.5,nt,1.4
7,77,0.97,12,Cc1nc2cc(C(=O)O)ccc2n1-c1ccc(F)cc1F,2,-21,0.8,-1.9,1
-7,92,0.99,-10,CCC(=O)N1CCc2cc(Br)cc(S(=O)(=O)CC(=O)OC)c21,3,-8,-0.9,0.5,1.1
3,115,1,-1,CCCCOCCCNC(=O)c1c(-c2ccccc2)noc1C,3,-7,-0.7,-0.6,1.1
2,101,0.98,nt,O=c1[nH]c2ccccc2n1CCCN1CCN(C(c2ccccc2)c2ccccc2)CC1,0,-7,0.5,-0.3,1
-3,92,1,-11,c1ccc(-c2nn3c(-c4ccncc4)nnc3s2)nc1,-5,-37,0.4,-0.7,1.1
3,108,1.1,-1,COC(=O)c1nc2nc(C)cc(C(F)(F)F)n2n1,-10,-9,0.1,0.1,1.1
3,115,1,-8,CCCCOC(=O)c1ccc(NS(=O)(=O)c2cc(-c3nnnn3CC)ccc2OC)cc1,8,27,0.0,-1.8,1.3
-3,88,0.98,-1,CCn1nnc(NC(=O)c2ccccc2Br)n1,8,-41,0.6,4.8,0.99
2,94,1,30,O=C(CSc1nnc(Cc2ccccc2)n1Cc1ccco1)NC1CCCC1,5,2,3.0,-1.1,1.1
13,85,1.1,-1,Cc1cc2cc(CCNC(=O)C(C)C)c(=O)[nH]c2cc1C,-6,-8,-0.2,-1.5,1.8
-7,129,1,-12,Cc1ccc(S(=O)(=O)N2CC(=O)Nc3ccccc32)cc1C,3,1,0.0,-0.7,1.2
1,83,1.1,2,O=S(=O)(NCc1ccccc1)c1ccc(S(=O)(=O)N2CCCCC2)cc1,4,5,0.1,-1.7,1.1
-8,95,1.1,-4,Cc1nn(-c2ccc(C(=O)Nc3nnc(C4CC4)s3)cc2)c(C)c1Cl,0,16,0.4,-0.8,1.2
5,75,1,-5,Cc1nc2ccc(S(=O)(=O)NCC(=O)N3CCC(N4CCCCC4)CC3)cc2s1,6,2,-0.5,-0.5,1.1
1,98,0.99,39,CC(C)CC(c1nnnn1C(C)C)N1CCN(c2cccc(Cl)c2)CC1 (configuration not stated),-10,47,-1.0,-0.5,1
-19,102,0.96,0,N[C@@]12CCc3nonc3[C@]1(O)CC(c1ccccc1)=[N+]2[O-],-1,-12,0.2,0.9,1.1
0,98,0.97,3,O=C(NCc1ccco1)C(c1ccc(F)cc1)N(CC1CCCO1)C(=O)Cn1nnc2ccccc21 (configuration not stated),4,-11,0.5,0.1,1
-4,93,1,-6,Cc1ccc(NC(=O)CN(C)C(=O)CN2C(=O)NC(C)(c3ccccc3)C2=O)cc1 (configuration not stated),3,-33,0.4,-0.4,1.1
-5,117,1,-4,COC(=O)c1ccc(CSc2nnc3sc4ccccc4n23)o1,3,nt,0.8,nt,1.1
-2,106,1.1,-3,CCC(=O)Nc1ccc(-c2nn3c(C)nnc3s2)cc1,-5,nt,0.0,-0.4,1.5
9,66,0.97,10,Cc1ccc(Cn2c(SCC(C)C)nc3c2c(=O)n(C)c(=O)n3C)cc1,5,-8,-0.7,-0.1,1
-8,90,1,-15,CCC(=O)Nc1cc2nn(-c3ccc(OC)cc3)nc2cc1C,-203[fluorescence artefact?],-6,-0.1,-0.5,3.8*
-8,84,1,7,O=C(Nc1ccc(C(=O)N2CCOCC2)cc1)Nc1cccc(Cl)c1,8,6,0.5,-1.1,1.1
10,77,1.1,2,Cn1c2ccccc2c2nnc(SC3CCOC3=O)nc21 (configuration not stated),3,-33,-0.1,1.2,1
-2,83,1.1,8,O=C(CS(=O)(=O)c1c[nH]c2ccccc12)Nc1ccc2c(c1)OCCO2,-2,nt,-0.5,nt,1.1
8,67,0.99,13,CCOCCCNC(=O)c1ccc2c(c1)ncn2C1CCCC1,4,-4,-1.1,-1.0,1
3,104,1,7,COc1cc(C(=O)Nc2cc(C)ccn2)cc(OC)c1OC,3,-15,-1.7,-1.6,1
-5,104,1,-10,COc1ccc(NC(=O)CSc2ccccn2)cc1OC,1,-21,0.5,-0.1,1
-19,105,1.1,-14,CC1CCN(S(=O)(=O)c2ccc3c(c2)c(=O)c(C(=O)N2CCCCC2)cn3C)CC1,-1,7,0.3,-0.6,1.1
1,72,1,6,O=C(NCc1ccco1)c1cnn2c1NC(c1ccc(Br)cc1)CC2C(F)(F)F (configuration not stated),-3,-11,-1.0,-0.4,1.1
-26,79,1,0,C=CCN(CC=C)S(=O)(=O)c1ncn[nH]1,3,-5,0.4,0.1,1.1
3,111,1,-7,CCc1c(O)nc(SCC(=O)Nc2ccc3c(c2)CCC3)[nH]c1=O,-1,-1,-0.5,0.3,1.1
3,-20*,1,9,Cc1ccccc1OCCCC(=O)Nc1nccs1,5,nt,-1.5,nt,1
-9,105,1,-5,CCOC(=O)CC1C(=O)NCCN1Cc1cccc(OC)c1 (configuration not stated),3,-27,0.1,-0.6,1.1
14,79,0.98,5,COc1ccccc1CNC(=O)CCN1C(=O)COc2ccc(C)cc21,-5,-9,-0.3,-1.5,1.1
2,80,1.1,-5,COc1ccc2[nH]c3nc(SC(C)C)nnc3c2c1,4,-30,2.2,-0.3,1.1
1,95,1.1,-1,O=C1CC(c2ccco2)CC2=C1C=Nc1ccccc1N2 (configuration not stated),1,1,1.1,-0.8,1.1
-2,137,1,10,CCCn1c(=O)c2ccccc2n2c(SCC(=O)/C(C#N)=C(\C)N)nnc12,-2,13,-0.2,-2.3,0.98
5,89,1,14,COC(=O)CSc1nc2cc(C)ccc2cc1C#N,7,-32,-0.5,0.0,1.1
-11,80,1,-18,O=C(COc1ccccc1Cl)NCCCN1CCOCC1,4,-5,0.3,-0.9,1
13,91,1,-4,CCCNC(=O)N1CCN(c2nc(C(C)C)c3c(c2C#N)CC(C)(C)OC3)CC1,-13,-16,0.0,-0.3,1.8
0,82,1.1,-22,CCC(=O)c1ccc(N2CCCCCC2)c(F)c1,2,-24,0.6,-0.7,1.1

# Two compounds drawn at random from those above:
5HT1E antag,HER2 expr 66K,Abs 340nm,5HT1a antag,molecule,MMP13 inh,S1P1 ag pot,HTR1E agonist,S1P3 ag,Autofluor 339
13,91,1,-4,CCCNC(=O)N1CCN(c2nc(C(C)C)c3c(c2C#N)CC(C)(C)OC3)CC1,-13,-16,0.0,-0.3,1.8
-8,84,1,7,O=C(Nc1ccc(C(=O)N2CCOCC2)cc1)Nc1cccc(Cl)c1,8,6,0.5,-1.1,1.1

# (listing goes on)
5HT1E antag,HER2 expr 66K,Abs 340nm,5HT1a antag,molecule,MMP13 inh,S1P1 ag pot,HTR1E agonist,S1P3 ag,Autofluor 339
12,113,1.1,8,Cc1cc(C)c(C)c(OCc2nc(-c3cccnc3)no2)c1,1,26,-0.2,-1.2,1.1
-2,63,1,-19,COc1ccc(NC(=O)CCCC2=NS(=O)(=O)c3ccccc3N2)cc1,-8,-7,0.8,-0.3,1
-2,145,1,-1,CCOc1ccccc1N1C(=O)c2ccc(C(=O)O)cc2C1=O,0,7,1.4,-1.4,1.1
-1,106,1,-2,O=C(NCc1ccccc1)c1cnsn1,-6,-10,0.6,0.4,1.1
1,98,1,-5,CCN1CCN(c2nc3c(c(=O)n(C)c(=O)n3C)n2CCSc2nccc(C)n2)CC1,4,-13,1.2,1.1,1.1
-1,79,1,16,CCCCCC(=O)Nc1ccccc1N1CCN(c2ccccc2)CC1,-1,0,1.3,-0.4,1.1
-5,120,1,-8,O=C(COC(=O)c1cccc(S(=O)(=O)N2CCOCC2)c1)Nc1ccc2c(c1)OCO2,0,-4,0.1,0.1,0.85
5,86,1.1,28,Cc1cc2oc(=O)cc(CN3CCCc4ccccc43)c2cc1C,-18,11,-0.8,-0.7,1.1
10,110,1,-12,O=C(OCn1nnc2ccccc2c1=O)c1ccc2ncsc2c1,1,2,0.0,0.7,1.1
-4,96,1,16,Cc1cccc(-c2nc(CN3CCCC(C(=O)NC4CCCCCC4)C3)c(C)o2)c1 (configuration not stated),3,8,-0.2,-0.4,1.1
5,64,1.1,-3,COc1ccccc1Oc1ccc(S(=O)(=O)N2CCOCC2)cc1S(=O)(=O)N1CCOCC1,4,-11,0.2,0.5,1
-6,115,1.1,-1,CCc1oc(C(=O)O)cc1COC,2,-5,0.6,-0.5,1.1
-5,nt,nt,-11,COCCSc1nc2sc3c(c2c(=O)n1-c1ccccc1)CCN(C)C3,-11,nt,1.6,nt,nt
-5,61,1,22,Brc1ccccc1-c1nc(-c2ccccc2)no1,4,16,0.2,-1.0,1.1
-8,108,0.98,14,O=C1CC(C(=O)N(c2ccc(F)cc2)C(C(=O)NC2CCCC2)c2ccccn2)CS1 (configuration not stated),5,nt,0.0,nt,1

# Compound profiles, from the list above. Screens in order: 5HT1E antag | HER2 expr 66K | Abs 340nm | 5HT1a antag | MMP13 inh | S1P1 ag pot | HTR1E agonist | S1P3 ag | Autofluor 339
# Cc1cc2oc(=O)cc(CN3CCCc4ccccc43)c2cc1C is listed as 5 | 86 | 1.1 | 28 | -18 | 11 | -0.8 | -0.7 | 1.1
# COCCSc1nc2sc3c(c2c(=O)n1-c1ccccc1)CCN(C)C3 is listed as -5 | nt | nt | -11 | -11 | nt | 1.6 | nt | nt
# COc1ccc(NC(=O)CCCC2=NS(=O)(=O)c3ccccc3N2)cc1 is listed as -2 | 63 | 1 | -19 | -8 | -7 | 0.8 | -0.3 | 1
# COc1ccccc1Oc1ccc(S(=O)(=O)N2CCOCC2)cc1S(=O)(=O)N1CCOCC1 is listed as 5 | 64 | 1.1 | -3 | 4 | -11 | 0.2 | 0.5 | 1
# O=C(COC(=O)c1cccc(S(=O)(=O)N2CCOCC2)c1)Nc1ccc2c(c1)OCO2 is listed as -5 | 120 | 1 | -8 | 0 | -4 | 0.1 | 0.1 | 0.85
